GPR151 activ: activators of human GPR151. actives 1% (n = 650,000). AID 1508602. PathHunter beta-arrestin GPR151 cells, luminescence. activation, % at 11.2 µM. Q8TDV0; in the data active = activation above about 4.9%;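 also: 0% = median of compound wells and 100% = cells with positive control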
Target sequence (Q8TDV0 whole entry, looked up): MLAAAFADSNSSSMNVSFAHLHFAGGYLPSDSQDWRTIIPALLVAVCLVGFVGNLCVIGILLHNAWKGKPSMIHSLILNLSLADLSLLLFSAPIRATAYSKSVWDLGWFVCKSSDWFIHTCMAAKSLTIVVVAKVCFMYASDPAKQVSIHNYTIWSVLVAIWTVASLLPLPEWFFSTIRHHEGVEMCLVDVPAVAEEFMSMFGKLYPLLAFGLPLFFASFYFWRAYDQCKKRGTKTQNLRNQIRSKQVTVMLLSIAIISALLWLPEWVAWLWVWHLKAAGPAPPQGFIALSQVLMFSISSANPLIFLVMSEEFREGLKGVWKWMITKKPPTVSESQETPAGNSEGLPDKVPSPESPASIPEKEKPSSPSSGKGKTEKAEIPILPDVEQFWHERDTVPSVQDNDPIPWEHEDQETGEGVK
FBW7 activator: human FBW7 E3 ligase activation, primary screen | Q969H0 | AlphaScreen FBW7–phospho-cyclin E peptide binding, activator screen | normalized activity (activation), % at 26.1 µM | actives 0.13% (n = 650,000) | AID 1259310; in the data active = normalized activity above about 1.9%;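 also: purified mutant Fbw7 with reduced substrate affinity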
TEAD-YAP block: TEAD-YAP interaction inhibition | actives 1.4% (n = 640,000) | inhibition, % at 9.12 µM | HEK-TIYL cells, TEAD-Gal4/YAP UAS-luciferase luminescence | AID 1259422; in the data active = inhibition above about 32%;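 also: 0% = median of test compound wells and 100% = reference inhibitor wells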
MITF inh: inhibitors of human MITF; actives 0.91% (n = 650,000); O75030; inhibition, % at 2.6 µM; AlphaScreen MITF homodimerization, bead proximity signal; AID 1259374; in the data active = inhibition above about 50%;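 also: 0% = vehicle wells with protein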
Target sequence (O75030 whole entry, looked up): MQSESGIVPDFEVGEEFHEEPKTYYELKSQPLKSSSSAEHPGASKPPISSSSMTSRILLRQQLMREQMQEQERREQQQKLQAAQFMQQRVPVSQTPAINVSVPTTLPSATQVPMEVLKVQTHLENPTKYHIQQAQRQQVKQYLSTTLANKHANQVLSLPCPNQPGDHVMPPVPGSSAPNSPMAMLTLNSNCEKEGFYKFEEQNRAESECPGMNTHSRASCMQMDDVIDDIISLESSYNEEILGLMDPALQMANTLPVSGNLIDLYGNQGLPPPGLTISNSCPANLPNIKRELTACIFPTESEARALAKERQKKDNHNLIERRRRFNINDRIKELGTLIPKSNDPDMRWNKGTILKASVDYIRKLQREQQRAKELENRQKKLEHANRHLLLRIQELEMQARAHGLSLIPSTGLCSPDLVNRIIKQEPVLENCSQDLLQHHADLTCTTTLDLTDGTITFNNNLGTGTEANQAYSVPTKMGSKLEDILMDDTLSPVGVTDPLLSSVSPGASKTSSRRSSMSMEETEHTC
* = called active by the depositor; & = joins results of further samples.

structure	GPR151 activ	FBW7 activator	TEAD-YAP block	MITF inh
COC(=O)c1ccc(-n2c(C)cc(C(=O)CSc3nnc4ccccn34)c2C)cc1	1.8	0.3	2.7	26.7
CCOC(=O)c1c(NC(=O)C(C)(C)C)sc(C(=O)Nc2cc(C)ccc2C)c1C	-1.3	0.3	-4.8	7.7
Cc1ccccc1NC(=O)/C(C#N)=C\c1ccc(C)c([N+](=O)[O-])c1	0.9	-0.1	-1.4	-9.8
CCOC(=O)C1=C(C)N=c2s/c(=C\c3ccc(Br)cc3)c(=O)n2C1c1ccc(N(C)C)cc1 (stereo unspecified)	-0.1	-0.1	0.3	-1.0
OCc1ccc(-c2cnc3c(NCc4ccc(F)cc4)nccn23)cc1	1.3	0.1	9.0	13.5
CCNC(=O)CN(c1ccccc1)S(=O)(=O)N(C)C	1.0	-0.2	-6.2	-5.1
COc1ccccc1NC(=O)C1CCN(S(=O)(=O)c2ccc3c(c2)oc(=O)n3C)CC1	0.1	0.0	3.8	3.3
COC(=O)C1=NC=CN2CCS(=O)(=O)N=C12	-1.0	0.2	6.0	3.3
COC(=O)c1ccc(CN2CCCC(c3nc4ccccc4[nH]3)C2)o1 (stereo unspecified)	0.9	-0.3	-11.4	-2.2
CCOc1ccc(C2C(C(=O)Nc3ccccc3OC)C(C)Nc3ncnn32)cc1OC (stereo unspecified)	0.0	0.4	5.3	10.8
CC1(Cc2cccc(C(N)=O)c2)C(=O)Nc2c(Cl)cccc21 (stereo unspecified)	0.2	-0.1	4.5	0.6
COc1cc(C(=O)N2N=C(c3ccc4ccccc4c3)CC2c2ccccc2)cc(OC)c1OC (stereo unspecified)	0.0	0.3	0.8	17.8
CC1(C)Cc2ccccc2-c2nc(CN3CCOCC3)[nH]c(=O)c21	-0.5	-0.1	11.1	-5.1
CCC(C)NC(=O)C1c2ccccc2C(=O)N2CCc3ccccc3C12 (stereo unspecified)	-0.2	-0.1	1.5	10.0
CCC1CCC(c2ccc(C3=N/C(=C/c4cc(Br)ccc4OC)C(=O)O3)cc2)CC1 (stereo unspecified)	2.0	0.4	9.5	8.0
COc1ccc(NC(=O)c2c(NC(=O)COc3ccc(Cl)cc3)sc3c2CCC3)cc1	-0.6	-0.2	1.0	-7.0
Cc1cc(C)cc(OCCNC(=O)c2ccc(Cl)cc2)c1	-0.1	0.1	-9.1	-6.8
CCOc1c(I)cc(/C=C2\NC(=O)NC2=O)cc1OC	-0.8	0.0	-6.3	7.1
COc1ccc(C2/C(=C(/O)c3ccccc3)C(=O)C(=O)N2c2ccc(F)cc2)cc1OC (stereo unspecified)	-0.6	-0.1	-5.8	-12.4
Cc1cccc(CN[C@H]2C[C@H]3C(=O)N4CCC[C@@H]4C(=O)N3C2)c1	1.8	-0.2	-6.4	-3.6
COc1ccc(-c2cn3c4c(=O)n(C)c(=O)n(C)c4nc3n2-c2ccc(O)cc2)cc1	-0.7	0.0	-10.6	10.8
COC(=O)c1ccc(C(=O)OC)c(NS(=O)(=O)c2ccc(SC)cc2)c1	1.2	-0.3	10.4	3.7
CN1CC(=O)N2CCN(C(=O)c3cccs3)C[C@@H]2C1=O	0.3	0.1	3.1	12.1
Cc1cc(C)c2c(NCc3cccc4cccnc34)n[nH]c2n1	-1.3	-0.1	-54.7	1.0
COC(=O)CN1C(c2ccc(O)cc2)Nc2ccc(Br)cc2C1c1ccccc1 (stereo unspecified)	-0.9	-0.1	5.6	-0.3

Structures from the list above with a thiophene ring, fused or not:
structure	GPR151 activ	FBW7 activator	TEAD-YAP block	MITF inh
CCOC(=O)c1c(NC(=O)C(C)(C)C)sc(C(=O)Nc2cc(C)ccc2C)c1C	-1.3	0.3	-4.8	7.7
COc1ccc(NC(=O)c2c(NC(=O)COc3ccc(Cl)cc3)sc3c2CCC3)cc1	-0.6	-0.2	1.0	-7.0
CN1CC(=O)N2CCN(C(=O)c3cccs3)C[C@@H]2C1=O	0.3	0.1	3.1	12.1

(more compounds)
structure	GPR151 activ	FBW7 activator	TEAD-YAP block	MITF inh
COCCn1c(=O)[nH]c2cc(C(=O)Nc3ccc(C(C)=O)cc3)ccc2c1=O	-0.4	0.0	-2.6	-0.6
COc1cccc(C(=O)N2CCN(S(=O)(=O)c3ccc(F)cc3)CC2)c1OC	0.4	0.0	3.8	-8.4
CCn1c(SCC(=O)Nc2ccccc2F)nnc1-c1ccccc1O	0.3	0.1	-3.8	13.2
CCC(C#CCN1CCOCC1)OC(C)=O (stereo unspecified)	2.0	-0.1	-2.6	1.8
COc1ccc(-n2nc3ccc(NC(=O)COc4cc(C)ccc4C(C)C)cc3n2)cc1	-0.6	0.0	-1.1	13.3
COC1OC(=O)C(Cl)=C1Nc1ccc(O)cc1 (stereo unspecified)	1.8	-0.1	7.7	8.8
COc1ccccc1N1C(N)=C(C#N)C(C(F)(F)F)(C(F)(F)F)C2=C1CCCC2	1.3	0.6	-8.0	0.6
COc1ccc(-c2noc(CN(C(=O)C(C)(C)C)C(C)C)n2)cc1	1.9	0.1	-12.5	-10.7
CC1C(=O)C(C)C(c2ccc(Cl)cc2)NC1c1ccc(Cl)cc1 (stereo unspecified)	-0.5	-0.1	-0.2	2.9
COC(=O)C1=C(C)NC(=O)NC1c1cc(Cl)c(O)c(OC)c1 (stereo unspecified)	-1.4	0.3	3.1	15.3
C=CCSc1nn2c(=O)c(C)nnc2s1	-1.4	0.5	7.6	1.2
CC(C)OCCCNC(=O)c1cc(=O)[nH]c2ccc(S(=O)(=O)N3CCCCC3)cc12	-0.5	0.0	-4.9	1.0
COCC(C)n1c(C)cc(C(=O)COC(=O)c2oc3ccccc3c2C)c1C (stereo unspecified)	-0.8	0.0	-0.2	5.1
Cc1cccc(-n2ncc3c(N4CCN(c5cc(C)ccc5C)CC4)ncnc32)c1	-1.4	0.0	-1.0	7.0
O=C(Cc1ccc(F)cc1)Nc1ccc2c(c1)CN(C(=O)c1ccccc1)CC2	2.0	-0.1	10.0	-5.4
Cc1c(CNC2CCC(C)CC2)c(C(=O)O)c(C)n1Cc1cccc(Cl)c1 (stereo unspecified)	-0.8	-0.3	-0.9	4.3
Cc1ccc(S(=O)(=O)NC(C)C(=O)O)cc1C (stereo unspecified)	3.5	0.0	-4.2	-1.4
O=C(CN1CC(c2ccccc2)CC1=O)N/N=C/c1cc(Br)ccc1O (stereo unspecified)	-0.3	-0.5	22.1	13.7
C=CCOc1ccc(/C=C2/SC(N3CCN(C)CC3)=NC2=O)cc1	2.0	-0.1	6.3	4.6
Cc1ccsc1CN1CC[C@H]2[C@H](CCC(=O)N2Cc2ccccc2)C1	-1.4	0.3	16.6	18.2
Cc1ccc(C(=O)NC2CC2)cc1N1CCCC1=O	0.9	0.0	-1.4	-17.9
NC(=O)CSc1nc2c(sc3ccccc32)c(=O)n1-c1ccccc1	1.0	0.3	14.4	13.3
COc1ccccc1CCNc1nc(CN(C)Cc2cc(C)no2)nc2ccccc12	0.4	0.6	12.1	30.8
COc1ccc(C)cc1NC(=O)NC1CCN(Cc2ccccc2)CC1	2.5	0.1	10.3	-4.6
CC1CCC(=NNC(=O)COc2ccccc2Br)CC1 (stereo unspecified)	-1.0	0.5	-11.9	-0.3
COc1ccc(C2Nc3cc(C)c(C)cc3NC3=C2C(=O)CC(C)(C)C3)cc1 (stereo unspecified)	-0.5	-0.2	-3.8	1.6
Cc1ccc(C2(c3ccc(C)cc3)CC2C(=O)NC(C)(C)C)cc1 (stereo unspecified)	1.4	-0.2	14.3	-5.7
Cc1ccc(-c2n[nH]c(CNC(=O)C3(c4ccccc4)CC3)n2)cc1	-0.1	-0.1	1.2	14.8
Cc1ccsc1C1C=C(c2cccc(Br)c2)Nc2ncnn21 (stereo unspecified)	0.2	-0.1	4.3	0.8
CCc1nnc(NS(=O)(=O)c2ccc(N=Cc3sc4ccccc4c3O)cc2)s1	-0.2	0.1	25.5	-2.5
CC1CCCN(C(=O)CCN2C(=O)C3C4C=CC(CC4)C3C2=O)C1 (stereo unspecified)	-0.3	0.0	-2.5	-12.3
CCC1CCCCN1C(=O)CSc1nccc(=O)[nH]1 (stereo unspecified)	0.5	0.7	5.9	1.4
CCOC(=O)C1(c2ccccc2)NC(c2ccc(O)c(OC)c2)C2C(=O)N(C)C(=O)C21 (stereo unspecified)	1.9	1.0	-39.8	21.3
CC(=O)c1cccc(NC(=O)Nc2ccc(C)cc2Br)c1	-2.0	0.1	-25.8	5.2
COCCSc1ccccc1C(=O)Nc1nccs1	-0.7	-0.1	-0.8	1.0
COc1ccc(NC(=O)Cn2c(=O)oc3cc(S(=O)(=O)NC(C)C)ccc32)cc1OC	0.0	-0.1	7.0	-5.9
CCOC(=O)C(NC(C)=O)(Nc1ccc(S(=O)(=O)Nc2onc(C)c2C)cc1)C(F)(F)F (stereo unspecified)	-0.4	0.0	15.1	-0.7
O=C1NCC(c2ccccc2)C1C(=O)N/N=C\c1cc(Cl)cc(Cl)c1O (stereo unspecified)	0.1	-0.6	13.8	15.1
CCOc1ccccc1NC(=O)CSc1nc(N)c(NC(=O)c2ccco2)c(=O)[nH]1	-0.9	-0.1	2.3	3.4
CC(=O)Oc1cccc2c1C(=O)c1c(OC(C)=O)cc(C(=O)O)cc1C2=O	-1.3&-1.0	-0.3&-0.1	6.5	6.4&15.6
N#CC1=C(SCC(=O)NCc2ccccc2)NC(=O)CC1c1ccc(Cl)cc1 (stereo unspecified)	0.0	0.1	6.8	1.1
CC1CCCN(c2nc3c(c(=O)[nH]2)CN(Cc2coc4ccccc4c2=O)CC3)C1 (stereo unspecified)	-0.1	0.0	-0.8	-6.0
O=C(Nc1ccc(F)cc1)c1cc([N+](=O)[O-])cc([N+](=O)[O-])c1	0.1	-0.1	2.0	-2.7
COc1ccc(-c2cc(N3CCN(C(=O)c4cc5cccc(OC)c5o4)CC3)ncn2)cc1	-0.7	0.2	-1.2	8.9
O=C1CC(c2ccc(Cl)cc2Cl)c2ccc3ccccc3c2N1 (stereo unspecified)	-0.3	0.0	6.0	5.1
Cc1sc(NC(=O)/C=C/c2ccc(Br)cc2)c(C(N)=O)c1C	1.1	-0.1	-11.3	4.1
CCOC(=O)C1=C(C)N=c2s/c(=C\c3c(OC)ccc4ccccc34)c(=O)n2C1c1ccc2c(c1)OCO2 (stereo unspecified)	-0.4	1.1	-4.2	13.3
CCC(=O)Nc1nnc(CCOCCOCCc2nnc(NC(=O)CC)s2)s1	-0.3	-0.1	1.4	-4.1
Clc1ccc2nnc(-c3ccc4c(c3)OCO4)n2n1	-1.1	0.2	5.2	9.0
COc1ccc(-c2nc3ccccc3c(=O)n2NC(=O)c2ccccc2Br)cc1OC	-0.4	0.0	8.9	14.3

(more compounds)
structure	GPR151 activ	FBW7 activator	TEAD-YAP block	MITF inh
O=C1NC(=Nc2ccccc2)SC1Cc1ccc(Cl)cc1 (stereo unspecified)	-0.5	0.0	0.1	-0.7
Cc1ccc(Cn2cnc3c(cnn3C(C)(C)C)c2=O)cc1	-0.7	0.1	-0.8	2.8
Cc1c(CCC(C)C)c(Nc2ccc(N(C)C)cc2)n2c(nc3ccccc32)c1C#N	2.0	-0.3	-4.8	30.2
NC(=O)C1CCN(Cc2ccc3c(c2)CN(Cc2cccc4c2OCO4)CCO3)CC1	-1.2	-0.2	8.3	7.9
Cc1cccc(N2CCN(C(=O)CCN3C(=S)NC(C)(C)CC3C)CC2C)c1 (stereo unspecified)	0.4	0.0	9.5	-21.0
CCC(C)(C)NC(=O)CN(Cc1ccco1)C(=O)C(=O)Nc1ccc2c(c1)OCCO2	-0.5	0.2	0.9	-10.9
CCCSc1nc(-c2ccccc2)nc2c1CCCC2	0.2	-0.2	0.1	0.5
O=C(CC(NCCCn1ccnc1)C(=O)O)c1ccc(Cl)cc1 (stereo unspecified)	-1.6	-0.2	-5.0	0.5
FC(F)(F)c1cccc(OCCCCNCCN2CCOCC2)c1	5.8*	0.0	7.4	65.1*
CN(C)c1cccc(Nc2nc(Nc3ccc4c(c3)OCO4)c3ncn(CCN4CCCC4=O)c3n2)c1	-1.9	0.0	-0.6	12.4
CC(C)Oc1cccc(C(=O)Nc2ccc([N+](=O)[O-])cc2)c1	3.2	0.0	-101.0	1.6
COCCn1c(N2CCN(CCO)CC2)nc2c1c(=O)[nH]c(=O)n2C	-0.7	0.3	8.0	5.5
Cn1c(NNC(=O)C23CC4CC(CC(C4)C2)C3)cc(=O)n(C)c1=O	-0.4	0.3	-1.8	20.0
Cc1ccc(NC(=O)Cn2nc(C(N)=O)c3ccccc3c2=O)cc1	0.1	0.0	-8.3	7.8
Cn1nc(C(C)(C)C)cc1C(=O)N1CCC[C@H](C(=O)c2ccc3c(c2)OCO3)C1	0.2	0.1	1.1	8.4
Cc1ccc(NC(=O)CSc2nnc(-c3cccs3)n2C)cc1[N+](=O)[O-]	1.5	0.4	4.3	20.7
COc1ccc(C2C(C#N)=C(N)N(c3ccccc3)C3=C2C(=O)CC(C)(C)C3)cc1OC (stereo unspecified)	-1.1	0.4	-4.8	9.7
COc1cc(NC(=O)Cc2ccccc2OC)cc(OC)c1	-1.9	0.2	-4.2	3.2
Cc1nnc(CN(C)C(=O)CC2C(=O)NCCN2C/C=C/c2ccccc2)o1 (stereo unspecified)	-0.3	0.4	4.3	1.7

Screening results: PubChem, The Scripps Research Institute Molecular Screening Center
